Jurkat NFkB inh: inhibitors of induced NF-kB luciferase reporter, primary screen, TCR NF-kB activation inhibitor project, cell-based, luminescence, uHTS | AID 435003, 2010 | Jurkat, PMA/ionomycin-induced NF-kB luciferase reporter | inhibition, % at 4 µM | actives 0.53% (n = 330,000); in the data active = inhibition above about 50%
CCR6 antag: CCR6 receptor antagonists, primary screen, cell-based, CHO-K1, luminescence, beta-arrestin, uHTS; C-C chemokine receptor type 6 (Homo sapiens), P51684; inhibition, % at 20 µM; actives 0.49% (n = 340,000); AID 493098, 2011; CHO-K1 CCR6 PathHunter beta-arrestin, CCL20-stimulated;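 active = compounds whose inhibition of the agonist-driven luminescence signal at 20 µM reaches about 50%, limit read from the data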;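 note: cells stimulated with CCL20 at 14 nM final; plate controls were DMSO with CCL20 for no effect and DMSO without agonist for full effect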
Target sequence (P51684 whole entry, looked up): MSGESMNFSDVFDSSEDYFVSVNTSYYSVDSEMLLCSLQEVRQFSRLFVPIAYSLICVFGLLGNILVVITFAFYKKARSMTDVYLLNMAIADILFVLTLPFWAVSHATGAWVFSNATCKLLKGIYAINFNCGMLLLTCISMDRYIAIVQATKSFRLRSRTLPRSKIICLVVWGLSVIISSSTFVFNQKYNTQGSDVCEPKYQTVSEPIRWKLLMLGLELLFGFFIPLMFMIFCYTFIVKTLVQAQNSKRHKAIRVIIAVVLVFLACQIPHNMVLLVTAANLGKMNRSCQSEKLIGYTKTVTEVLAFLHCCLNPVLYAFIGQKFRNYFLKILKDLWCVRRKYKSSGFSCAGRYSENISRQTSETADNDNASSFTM
EBI2 antag: EBI2 receptor antagonists, beta-arrestin recruitment, primary screen, cell-based, luminescence, 7a,25-OHC stimulation, uHTS; 7a,25-OHC stimulated; inhibition, % at 5 µM; actives 0.81% (n = 360,000); in the data active = inhibition above about 38%;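 note: enzyme fragment complementation signal reports receptor beta-arrestin coupling in cells; 0% = agonist plus DMSO wells and 100% = wells without agonist; some results beyond the cut were filed as inactive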
Target sequence (P32249 whole entry, looked up, the tested form may be a part): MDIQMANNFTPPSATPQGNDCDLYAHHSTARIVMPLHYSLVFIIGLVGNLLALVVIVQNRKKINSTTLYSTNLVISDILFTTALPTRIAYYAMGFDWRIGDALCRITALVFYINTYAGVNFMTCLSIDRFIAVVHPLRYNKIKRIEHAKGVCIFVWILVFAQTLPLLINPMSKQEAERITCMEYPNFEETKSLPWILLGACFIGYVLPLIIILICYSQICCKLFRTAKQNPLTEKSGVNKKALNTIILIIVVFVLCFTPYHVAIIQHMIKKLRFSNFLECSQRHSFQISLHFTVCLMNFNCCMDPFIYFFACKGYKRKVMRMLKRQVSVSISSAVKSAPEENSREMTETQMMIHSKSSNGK
697 NFkB inh: inhibitors of PMA/ionomycin-induced NF-kB reporter, 697 cells, primary screen, B-cell NF-kB inhibitor project, cell-based, luminescence, uHTS. actives 0.33% (n = 330,000). 697 B-cell NF-kB luciferase reporter, 16 h. AID 435022, 2010. inhibition, % at 4 µM; in the data active = inhibition above about 35%
Gli-Sufu block: Gli-Sufu pathway antagonists, primary screen, luciferase luminescence, Sufu-KO-LIGHT cells, uHTS; actives 0.74% (n = 340,000); inhibition, % at 5 µM; Sufu-KO-LIGHT fibroblasts, Gli luciferase reporter luminescence;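 active = inhibition above about 55%, limit read from the data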;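 note: 0% = DMSO-treated cells and 100% = wells with medium but no cells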
UPR XBP1 act: activators of adaptive XBP1 UPR arm, primary screen, cell-based, CHO-XBP1 luciferase reporter, luminescence, uHTS; IRE1-XBP1 UPR activation; percent of tunicamycin response, DMSO as zero; activation, % at 20 µM; actives 0.33% (n = 330,000);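 active = versus positive control, 20 µM dose yields 30% or more activation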;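 note: 100% = tunicamycin at 10 µg/mL and 0% = DMSO only wells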
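Test system: CHO-XBP1 luciferase reporter cells | Buffer or medium: Serum-containing F12 medium, 10% FBS | Schedule: 6 h compound exposure at 37 °C, 5% CO2 | Detection: Steady-Glo luciferase glow luminescence, 10 min after reagent addition | Read-out basis: Activation, % of tunicamycin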
Mdm2 MdmX PPI: inhibitors of human Mdm2-MdmX association, primary screen, cell-based, luminescence, split luciferase, SaOS-2, uHTS | actives 3% (n = 330,000) | inhibition, % at 8 µM | SaOS-2 split-luciferase Mdm2/MdmX complementation | Protein Mdm4 (Homo sapiens) + E3 ubiquitin-protein ligase Mdm2 (Homo sapiens), …;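 active = inhibition of at least 50% at 8 µM in the primary screen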
CHOP UPR activ: activators of apoptotic CHOP UPR arm, primary screen, cell-based, CHO-CHOP luciferase reporter, luminescence, uHTS; UPR activation; percent of tunicamycin response over DMSO baseline; activation, % at 10 µM; actives 0.34% (n = 330,000); AID 449763, 2010;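 active = at 10 µM dose, activation of 40% or more, normalized to positive control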;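 note: 100% = tunicamycin at 10 µg/mL and 0% = DMSO alone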
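Assay system: CHO-CHOP cells, stable luciferase reporter of PERK-eIF2a-CHOP signalling / Buffer or medium: F12 plus 10% serum / Compound dosing: one dose, 10 µM in 0.5% DMSO / Times: 6 h compound treatment, 37 °C / Technique: luciferase luminescence / Read-out: % reporter activation, DMSO baseline versus tunicamycin full activation / Benchmarks: tunicamycin and DMSO controls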
CXCR6 block: CXCR6 receptor inhibitors, primary screen, cell-based, beta-arrestin, luminescence, CHO-K1 PathHunter, 1536-well. inhibition, % at 20 µM. C-X-C chemokine receptor type 6 (Homo sapiens), O00574. actives 0.36% (n = 360,000); in the data active = inhibition above about 34%, passing the limit was not always enough;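 note: antagonist mode with CXCL16 agonist at 10 nM final; 0% = 10 nM CXCL16 with DMSO and 100% = unstimulated wells without agonist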
Target sequence (O00574 whole entry, looked up): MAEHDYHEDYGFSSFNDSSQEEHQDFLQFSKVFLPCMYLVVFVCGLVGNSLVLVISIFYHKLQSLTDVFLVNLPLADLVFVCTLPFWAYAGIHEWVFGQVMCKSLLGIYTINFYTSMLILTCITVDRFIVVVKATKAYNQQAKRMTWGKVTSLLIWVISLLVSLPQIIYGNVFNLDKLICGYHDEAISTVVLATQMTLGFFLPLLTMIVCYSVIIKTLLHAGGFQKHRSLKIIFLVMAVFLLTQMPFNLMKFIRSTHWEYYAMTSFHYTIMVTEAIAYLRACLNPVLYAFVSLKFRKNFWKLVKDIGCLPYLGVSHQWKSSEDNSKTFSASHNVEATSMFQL
Starred values were filed as active, the others as inactive; . = no result given.

SMILES	Jurkat NFkB inh	CCR6 antag	EBI2 antag	697 NFkB inh	Gli-Sufu block	UPR XBP1 act	Mdm2 MdmX PPI	CHOP UPR activ	CXCR6 block
CCOP(=O)(O)c1ccccc1OCCOCCOc1ccccc1P(=O)(O)OCC	11	-10	-4	7	3	3	15	-1.9	6
O=C(c1cccc2ccccc12)C1CCCN(C(=O)c2ccc(N3CCOCC3)cc2)C1 (stereo not drawn)	-17	18	6	-21	19	-2	18	-1.2	-9
S=C(NCC1CCCO1)c1ccc(Br)cc1 (stereo not drawn)	-10	0	3	-5	-10	-2	29	0.1	8
Cc1ccc(NS(=O)(=O)c2cccs2)c(C)c1	4	-3	2	5	18	0	12	-0.4	5
COc1cc(NS(=O)(=O)c2ccc(N/C=C(\C=O)c3nc4cc(Cl)ccc4o3)cc2)nc(OC)n1	5	18	7	26	1	5	1	-1.5	-1
COc1ccccc1-c1noc2ncnc(Nc3ccc4c(c3)OCO4)c12	10	8	-5	-3	-7	-4	23	0.0	-15
O=S(=O)(c1cccc(-c2nc3ccccc3s2)c1)N1CCCC1	-4	20	38	-14	-23	-1	-1	1.5	1
CCN(CC)S(=O)(=O)c1cc(NC(=O)Cc2ccsc2)ccc1C	16	12	6	17	6	-4	2	0.8	-2
c1cncc(-c2csc(NCc3ccco3)n2)c1	-17	11	-8	-22	-27	1	8	-0.2	-27
CCCCOC(=O)n1ccc(C(=O)Nc2ccccc2OC)n1	-7	3	1	12	-8	4	11	0.2	-8
COc1cccc(C2(C)NC(=O)N(CC(=O)c3cc(C)n(C4CC4)c3C)C2=O)c1 (stereo not drawn)	3	5	8	10	3	-1	11	-1.0	-17
CC(NC(=O)CCCc1nnc2n(C)c(=O)c3sccc3n12)c1ccccc1 (stereo not drawn)	-8	5	2	-11	-20	-3	1	3.5	0
COc1ccccc1C(=O)N1CCN(Cc2cccnc2)CC1	10	4	18	12	-20	-5	14	-0.8	-10
COc1ccccc1CNC(=O)Cc1cc(=O)[nH]c(=O)[nH]1	8	-8	-9	-14	-1	-2	3	-0.8	1
Cc1nc(SCCOc2ccccc2)[nH]c(=O)c1Cc1ccccc1	9	-4	-2	-10	-1	-2	16	0.5	-4
CN1CCN(C(=O)C2=C[C@@H](C3CC3)C[C@@H](OCc3ccc(CO)cc3)O2)CC1	-4	1	-6	11	13	-2	6	-0.4	2
CC(=O)NC12CC3CC(C1)CC(C(=O)OCC(=O)Nc1ncc(Cl)cc1Cl)(C3)C2	1	-6	-5	26	6	0	18	1.0	5
O=C1CC(SCCc2nc3ccccc3[nH]2)C(=O)N1c1ccc(F)c(Cl)c1 (stereo not drawn)	-9	12	-5	-4	-7	-3	6	-1.8	-11
COc1ccc(C)cc1NC(=O)C1CCCCN1S(=O)(=O)c1ccccc1 (stereo not drawn)	11	2	6	-1	4	-4	24	1.6	4
CC(C)c1ccc(C(=O)NCc2ccc(Cl)cc2)cc1	-26	16	61*	-23	-37	-1	-68	9.0	2
CCOc1ccc(C(=O)NCC(=O)N2CCCC2)cc1	-33	4	-8	-15	-13	-2	11	3.1	0
C=CCNC(=O)C12CCC(C)(C(=O)C1Br)C2(C)C (stereo not drawn)	-1	18	-2	23	-7	-2	21	0.0	-6
COC(=O)c1ccc(Cn2cc(C(F)(F)F)cc([N+](=O)[O-])c2=O)cc1	1	-18	-17	6	-1	1	-12	-0.3	-6
CCCCNC(=O)CSc1nc2ccc(C)cc2[nH]1	8	1	-10	5	-6	0	17	-0.4	0
CC(C)CNC1CS(=O)(=O)CC1O (stereo not drawn)	2	0	-2	17	-2	-3	16	0.3	-12
COc1ccc(C(CNC(=O)COc2ccccc2C#N)N2CCOCC2)cc1 (stereo not drawn)	-13	6	-1	6	3	-3	-8	-3.7	0
COc1ccc(C(=O)NCCc2ccccc2)cc1[N+](=O)[O-]	-40	-5	12	-79	8	0	-31	6.3	12
O=C(CSc1nnc(-c2ccc([N+](=O)[O-])cc2)o1)Nc1ccccn1	-89	1	-8	-92	-64	-2	-54	3.4	-5
CCOc1cc(C(=O)NCc2ccco2)cc(OCC)c1OCC	14	4	-11	16	10	-5	31	0.2	16
CCN(CC(=O)NCc1cccs1)C(=O)c1ccc(S(=O)(=O)N(CC)c2ccccc2)cc1	-19	8	-7	-2	0	-1	-29	-0.7	2
Cc1cccc(C(=O)NNC(=O)c2ccc(Br)cc2)c1	-15	13	8	-9	-2	-2	-16	2.4	-8
COc1ccccc1N1CCN(C(=O)CCc2nnc3ccc(N4CCCC4)nn23)CC1	-3	11	3	-7	-10	-2	19	-1.7	2
CC(=O)Nc1ccc(S(=O)(=O)N(C)c2ccc(O)cc2)cc1	-4	-10	3	9	-2	1	-17	-0.4	-5
Cc1ccccc1NC(=O)c1cccc(S(C)(=O)=O)c1	-17	1	7	-15	3	4	6	1.1	-4
CCC(C)c1ccccc1NS(=O)(=O)c1cnn(CC)c1 (stereo not drawn)	13	-2	8	6	3	-1	17	-0.9	-2
COc1nc(-c2ccccc2)ccc1-c1noc(C)n1	-58	4	-6	-35	-41	-3	-15	5.3	8
COc1ccc(CC(=O)N/N=C(\C)CC(=O)Nc2ccc3c(c2)OCCO3)cc1	-17	7	-7	2	-2	-3	28	0.6	4
COc1cccc(/C=N/NC(=S)Nc2cccc(C(=O)O)c2)c1	20	8	7	-40	-2	0	4	0.6	-1
C[C@H]1CN([C@@H](C)CO)C(=O)c2cccc(NC(=O)c3ccncc3)c2O[C@H]1CN(C)C(=O)Nc1ccccc1	14	-4	-5	4	-4	-2	4	1.6	-5
Cc1sc(NC(=O)CSc2nnnn2C2CCCCC2)c(C#N)c1C	14	10	-10	1	-32	-2	9	-0.2	-1
CCOc1c2ccc(C(=O)NCc3ccc(C)cc3)cc2nn1CCOC	-2	18	21	7	11	0	15	-0.5	1
COc1c2c(c3c(c1OC)c(=O)c1ccccc1n3C)OCO2	.	-25	-11	.	-2	.	.	.	-16
Cc1nc2ncccn2c1-c1csc(Nc2ccccc2)n1	-8	-9	9	2	30	-2	62*	2.8	-12
Nc1c(C(=O)NCc2ccccc2)c2nc3ccccc3nc2n1CCCN1CCOCC1	12	-15	13	7	14	0	17	2.3	2
Cc1cc(NC(=O)CSC2=NCCS2)no1	-4	-6	-7	0	-7	2	-25	-1.6	6
CN1CCN(c2ccc([N+](=O)[O-])cc2C(=O)c2ccccc2)CC1	9	14	3	-4	2	-1	26	0.0	6
Nc1nonc1C(=O)OCC(=O)c1ccc(Cl)cc1	6	2	-2	-14	0	1	-10	2.1	-1
CCCC(=O)Nc1ccc(C(=O)NNC(=O)c2ccco2)cc1	-2	3	-13	7	6	-1	24	0.0	-2
CCn1c(NC(=O)Nc2ccccc2OC)nc2ccccc21	3	21	-2	11	27	-7	20	2.8	6
O=C1Nc2ccccc2Nc2ccc([N+](=O)[O-])cc21	-13	13	-17	-6	1	-10	-15	0.0	13

Continued:
SMILES	Jurkat NFkB inh	CCR6 antag	EBI2 antag	697 NFkB inh	Gli-Sufu block	UPR XBP1 act	Mdm2 MdmX PPI	CHOP UPR activ	CXCR6 block
CN(Cc1cccc2cnccc12)C(=O)c1cc(COc2ccc(F)cc2F)on1	11	4	7	-40	43	-2	-1	-0.7	-8
COC(=O)c1ccc(CSc2nc3ccccc3c(=O)n2CC(C)C)o1	17	41	-7	-11	5	4	7	1.2	8
CC(C)c1ccc(NC(=O)N2CCCC2C(=O)Nc2ccc(-n3cnnn3)cc2)cc1 (stereo not drawn)	-21	9	-1	-7	2	-1	8	1.1	-10
CCCCCCCCNS(=O)(=O)CCNC1CC1	.	-2	-2	.	5	.	.	.	4
CCCCn1nc(C(=O)NCc2ccccc2CN2CCCC2)c2ccccc2c1=O	-16	17	8	-33	18	-3	39	-2.7	12
O=C1Nc2ccccc2C1=Nc1ccccc1-c1ccccc1	.	21	8	.	-4	.	.	.	25
COc1ccc(Cc2nnc(NC(=O)c3ccccc3[N+](=O)[O-])s2)cc1	5	9	-5	-3	0	-4	3	2.1	3
Cc1nc(C)n(C(C)CNC(=O)c2ccccc2)n1 (stereo not drawn)	18	-7	-4	9	23	-3	24	2.4	-7
CCOC(=O)c1ccc(NC(=O)Cn2nnc(-c3ccccc3)n2)cc1	-10	-6	1	-2	-3	-1	44	-3.0	8
O=C(O)c1ccc(Sc2ccccn2)c([N+](=O)[O-])c1	21	-6	5	17	-4	-3	19	-0.6	-3

Reprinted from the part before: five compounds; new compounds follow.
SMILES	Jurkat NFkB inh	CCR6 antag	EBI2 antag	697 NFkB inh	Gli-Sufu block	UPR XBP1 act	Mdm2 MdmX PPI	CHOP UPR activ	CXCR6 block
O=C1Nc2ccccc2C1=Nc1ccccc1-c1ccccc1	.	21	8	.	-4	.	.	.	25
COc1ccc(Cc2nnc(NC(=O)c3ccccc3[N+](=O)[O-])s2)cc1	5	9	-5	-3	0	-4	3	2.1	3
Cc1nc(C)n(C(C)CNC(=O)c2ccccc2)n1 (stereo not drawn)	18	-7	-4	9	23	-3	24	2.4	-7
CCOC(=O)c1ccc(NC(=O)Cn2nnc(-c3ccccc3)n2)cc1	-10	-6	1	-2	-3	-1	44	-3.0	8
O=C(O)c1ccc(Sc2ccccn2)c([N+](=O)[O-])c1	21	-6	5	17	-4	-3	19	-0.6	-3
COc1ccc(NC(=O)c2ccc(COCC(F)(F)C(F)F)cc2)cc1	-22	16	44*	-11	-29	-1	-3	-2.0	-6
Cc1ccnc(NS(=O)(=O)c2ccc(NC(=O)C34CC5CC(C)(CC(C)(C5)C3)C4)cc2)n1	-5	-3	0	16	-1	1	6	-3.0	-6
COc1ccccc1C1CC(=O)Oc2cc(C)c(Cl)c(C)c21 (stereo not drawn)	.	39	5	-6	-2	1	34	2.6	5
CCOc1ccccc1NC(=O)Cc1c(F)cccc1Cl	-7	2	-12	-26	-17	1	2	1.6	-3
COc1cccc2cc(C(=O)NCc3ccco3)c(=Nc3ccc(C(=O)O)cc3)oc12	-5	-1	-2	-19	7	0	-2	1.0	-1
CCC(=O)N1CCc2cc(S(=O)(=O)CCC(=O)N3CCCC(C)C3)ccc21 (stereo not drawn)	11	32	2	17	3	-2	27	1.0	6
O=C(CSCc1c(F)cccc1Cl)NCc1ccncc1	-4	5	6	2	-2	-1	-4	1.3	-2
CC(=O)N1c2ccc(S(=O)(=O)N3CCCC(C(=O)NCc4ccc(Cl)cc4)C3)cc2CC1C (stereo not drawn)	8	6	6	-20	14	-6	28	0.5	-5
Cc1ccc(C(=O)N/C(=C\c2sccc2C)C(=O)NCc2ccco2)cc1	6	-5	5	-7	3	-4	-5	1.4	-1
